# Assay outcomes (PubChem BioAssay)
# M1 PAM: human CHRM1 positive allosteric modulation. P11229. CHO-K1 hM1, Fluo-8 calcium fluorescence, ACh EC20; 0% = ACh EC20, 100% = maximal ACh. activation, % at 3 µM. actives 0.088% (n = 360,000). AID 588819; in the data active = activation above about 19%, passing the limit was not always enough
# Target sequence (P11229 whole entry, looked up): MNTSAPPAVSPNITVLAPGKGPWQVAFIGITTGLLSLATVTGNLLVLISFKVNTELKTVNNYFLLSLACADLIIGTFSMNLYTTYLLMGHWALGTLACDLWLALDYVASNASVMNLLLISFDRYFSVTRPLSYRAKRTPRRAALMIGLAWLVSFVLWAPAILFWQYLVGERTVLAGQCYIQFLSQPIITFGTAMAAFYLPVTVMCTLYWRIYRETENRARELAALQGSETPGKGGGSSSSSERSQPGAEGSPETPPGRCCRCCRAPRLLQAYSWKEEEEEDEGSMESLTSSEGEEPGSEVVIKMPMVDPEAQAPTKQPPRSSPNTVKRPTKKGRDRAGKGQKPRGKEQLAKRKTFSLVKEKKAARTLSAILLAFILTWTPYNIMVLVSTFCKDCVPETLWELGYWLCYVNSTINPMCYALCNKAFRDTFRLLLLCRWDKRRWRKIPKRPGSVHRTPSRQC
# CHO-K1 Ca antag: nonselective inhibitor or artifact in parental CHO-K1 cells; ATP-induced calcium, Fluo-8 fluorescence; inhibition, % at 3 µM; actives 0.6% (n = 360,000);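 active = inhibition above a per-plate cutoff, the plate's mean sample inhibition plus 3 SD, cut at about 24% in these data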;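 also: 0% = DMSO plus EC80 ATP and 100% = DMSO alone without ATP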
# CHRM4 agonist: CHRM4 agonism in calcium assay; P08173; CHO-K1 hM4/Gqi5, Fluo-8 calcium fluorescence; vehicle 0%, full acetylcholine response 100%; activation, % at 3 µM; actives 0.14% (n = 360,000); AID 624127;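 active = activation above the run mean over all test wells plus 3 SD, cut at about 32% in these data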;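 also: peak over basal fluorescence ratio per well then scaled between controls; 0% = DMSO wells and 100% = acetylcholine at EC100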
# Target sequence (P08173 whole entry, looked up): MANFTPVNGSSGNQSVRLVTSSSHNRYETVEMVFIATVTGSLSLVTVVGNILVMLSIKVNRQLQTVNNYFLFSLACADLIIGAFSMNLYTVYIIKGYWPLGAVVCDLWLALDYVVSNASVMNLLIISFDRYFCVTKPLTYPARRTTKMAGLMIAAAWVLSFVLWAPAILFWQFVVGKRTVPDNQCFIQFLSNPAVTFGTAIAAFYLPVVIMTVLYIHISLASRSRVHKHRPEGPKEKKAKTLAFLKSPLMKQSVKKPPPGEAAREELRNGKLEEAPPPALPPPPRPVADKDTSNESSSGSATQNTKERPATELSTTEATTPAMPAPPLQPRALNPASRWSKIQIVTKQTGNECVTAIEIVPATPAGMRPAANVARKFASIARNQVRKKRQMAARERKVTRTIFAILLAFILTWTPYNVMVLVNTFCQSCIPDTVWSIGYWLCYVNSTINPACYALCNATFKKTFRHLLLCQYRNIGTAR
# M4 antag: CHRM4 antagonism in calcium assay | P08173 | CHO-hM4 cells, ACh EC80, Fluo-8 calcium fluorescence | inhibition, % at 3 µM | actives 0.73% (n = 360,000);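 active = inhibition above its plate's cutoff, the mean inhibition of sample wells plus 3 SD, cut at about 27% in these data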;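 also: 0% = acetylcholine EC80 with DMSO and 100% = DMSO without agonist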
# OXTR potentiate: human OXTR potentiation; P30559; CHO-OTR cells, Fluo-8 calcium fluorescence, potentiator mode; 0% = oxytocin EC15, 100% = EC100; activation, % at 3 µM; actives 0.061% (n = 320,000);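 active = activation above that plate's cutoff, the mean activation of tested compounds plus 3 SD, cut at about 6.6% in these data, passing the limit was not always enough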;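 also: 100% uses oxytocin at 75 nM as the full agonist control; some results filed as inactive read as strong as hits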
#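 Material: human OTR in CHO cells. Compound: 3.0 µM, one dose. Timing: compound 6 min at room temperature before oxytocin, 100 s read. Evaluation: % activation of max/min ratio relative to oxytocin controls. Replication: single well per compound, singlicate. Signal: Fluo-8 calcium dye fluorescence.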
# CHO-K1 Ca ag: M1 agonist counterscreen hit in parental CHO-K1 cells; Fluo-8 calcium fluorescence; scaled to maximal ATP response, vehicle zero; activation, % at 3 µM; actives 0.48% (n = 360,000); AID 602248; in the data active = activation above about 15%;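 also: untransfected CHO-K1 host cells lacking M1 receptor as counterscreen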
# CHO parental Ca: signal in parental CHO cells, OX1R antagonist counter-screen; parental CHO-K1, ATP-induced calcium, Fluo-8 fluorescence; inhibition, % at 5.6 µM; actives 0.63% (n = 330,000); AID 463079;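 active = inhibition above that plate's mean sample inhibition plus 3 SD, cut at about 26% in these data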;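 also: 0% = ATP-challenged DMSO wells and 100% = DMSO wells without ATP; some compounds past the cut are filed as inactive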
#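 material = parental CHO cells | also added = ATP as calcium-mobilizing challenge | dosing = single point at 5.6 µM | detection = intracellular calcium via Fluo-8 no-wash fluorescent dye | read-out = % inhibition | benchmarks = low control ATP plus DMSO, high control DMSO only | repeats = one well per compound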
# M1 ag: agonists of human M1 muscarinic receptor | P11229 | CHO-K1 hM1, Fluo-8 calcium fluorescence, agonist mode; 0% DMSO, 100% acetylcholine EC100 | activation, % at 3 µM | actives 0.33% (n = 360,000) | AID 588814;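 active = activation above the run's mean compound activation plus 3 SD, cut at about 16% in these data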;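 also: peak over basal fluorescence ratio within a 140 s kinetic read after compound addition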
# CHRM1 antagonist: blocks human M1 muscarinic receptor. CHO-K1 hM1, Fluo-8 calcium fluorescence, ACh EC80 antagonist. actives 1.3% (n = 360,000). inhibition, % at 3 µM. AID 588852. P11229;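 active = percent inhibition above its own plate's cutoff, namely the mean of that plate's compound wells plus 3 SD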;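 also: peak over basal fluorescence ratio during 140 s after agonist addition; 0% = ACh EC80 plus DMSO and 100% = DMSO alone without agonist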
# * = called active by the depositor; · = not tested or not shown.
SMILES,M1 PAM,CHO-K1 Ca antag,CHRM4 agonist,M4 antag,OXTR potentiate,CHO-K1 Ca ag,CHO parental Ca,M1 ag,CHRM1 antagonist
COCCN(Cc1ccccc1)C(=O)c1cc(S(=O)(=O)N2CCCCCC2)ccc1OC,15,3,4,-10,-2,2.8,-22,-4,-17
CCOC(=O)C1=CC[C@@H](c2cccc(C)c2)N(S(=O)(=O)c2ccc(C)cc2)[C@H]1C(=O)OCC,-7,-7,0,7,-5,-0.5,-6,-6,5
CC(=O)Nc1cccc(-c2ccnc3c2CC(C)(C(=O)NCc2ccco2)O3)c1 (stereo not drawn),2,-2,0,-12,·,0.1,·,1,-8
COC(=O)C1CCN(C(=O)COC(=O)c2cc(-c3ccccc3)nc3ccc(OC)cc23)CC1,14,18,3,5,-2,-0.6,-21,-2,-5
CCOC(=O)C1CCCN(CCC(=O)Nc2cc(C)cc(C)c2)C1 (stereo not drawn),-6,-13,0,-1,0,0.2,-24,21*,5
Cc1c(Cl)cccc1NC(=S)N(CCN(C)C)C(C)c1ccccn1 (stereo not drawn),3,-11,1,-5,-1,0.5,-7,-4,-25
O=C(CNC(=O)c1ccc(Cl)cc1Cl)OCC(=O)N1CCCC1=O,4,2,2,1,-5,1.5,12,-3,-2
C[C@H]1CN([C@@H](C)CO)C(=O)c2cc(NC(=O)C3CCCCC3)ccc2O[C@H]1CN(C)CC1CCCCC1,1,-26,0,1,3,-0.2,-19,-10,-1
COC(=O)C(C(=O)Nc1cccc(C)n1)C1CCCCCC1 (stereo not drawn),3,16,8,0,-18,1.9,-27,-3,-22
CC1CCN(S(=O)(=O)c2cccc(C(=O)N3CCN(c4ccc(F)cc4)CC3)c2)CC1,-1,-7,9,-6,-9,3.8,-10,0,-3
CC1CC(C)CN(C(=O)COC(=O)c2cc(S(=O)(=O)N3CCOCC3)ccc2F)C1 (stereo not drawn),-18,7,2,-4,-8,0.2,-15,-2,57*
C/C(CCc1ccccc1)=N\NC(=O)c1ccc(CN2CCOCC2)cc1,6,1,1,-8,-16,13,-15,-6,-4
CCCCC1CC2=C(C(=O)OC(C)(C)O2)C(c2cccc3ccccc23)O1 (stereo not drawn),-5,-7,-1,4,·,-0.1,·,-3,-13
COc1ccc(-c2cc(C(F)F)n3ncc(C(=O)Nc4c(C)n(C)n(-c5ccccc5)c4=O)c3n2)cc1,2,-6,3,-1,-16,0.4,-29,-16,-3
CCN1CCC(CN2CCNC2=S)CC1,2,-6,0,-1,·,0.5,·,-9,-4
CCCc1ccc2oc(C(=O)N3CCC(O)CC3)c(C)c2c1,14,3,3,-3,-6,0.8,-14,-1,-7
CCN(CCCNC(=O)CC(C(=O)N1CCc2ccccc21)n1ccnc1)c1ccccc1 (stereo not drawn),-1,-13,-2,5,0,0.1,-31,-9,10
Cn1c(=O)c(=O)n(C)c2cc(S(=O)(=O)CCC(=O)Nc3ccc(F)cc3)ccc21,-2,-8,1,-9,-5,-0.2,-5,-1,2
COc1ccc(/C(C)=N/OCC(=O)Nc2nc3ccccc3s2)cc1OC,-9,2,10,3,-15,19*,-35,-3,12
CCCNC(=O)Nc1nc(C(N)c2ccc(OC)cc2)cs1 (stereo not drawn),-4,6,2,-3,·,0.1,·,2,-12
Cn1c2ccccc2c2cc(C(=O)OCC(=O)N3CC(=O)Nc4ccccc43)sc21,-3,-1,14,16,-13,3.5,-33,-2,21
COc1cc(C(=O)OCC(=O)N(C)Cc2ccccc2)cc(OC)c1OC,11,-4,1,-1,-1,4.6,-14,-5,-11
Cc1nc2[nH]c(=O)c3c(n2n1)NC1=C(C(=O)CC(C)(C)C1)C3c1ccccc1 (stereo not drawn),5,8,0,6,0,0.1,9,-5,0
CCCC(=O)Nc1ccc(NCc2ccc(C)s2)cc1,15,-6,0,-1,3,-0.2,-4,-3,-15
Cc1sc2ncn(CC(=O)NCCc3ccccc3)c(=O)c2c1C,6,-7,2,-3,-7,0.2,-31,1,-38

# Remaining list, next part:
SMILES,M1 PAM,CHO-K1 Ca antag,CHRM4 agonist,M4 antag,OXTR potentiate,CHO-K1 Ca ag,CHO parental Ca,M1 ag,CHRM1 antagonist
Cc1sc2ncn(CC(=O)N3CCC(C(N)=O)CC3)c(=O)c2c1S(=O)(=O)N1CC(C)CC(C)C1 (stereo not drawn),2,3,3,-18,-12,0.1,-9,-4,1
CC(C)(C)OC(=O)NCc1ccc(CNC(=O)c2[nH]cnc2C(=O)N[C@@H](Cc2ccccc2)C(=O)OCc2ccccc2)cc1,21,-15,3,13,-14,-0.2,4,4,-2
CCOc1ccc(NC(=O)CCNC(=O)C2CCN(S(=O)(=O)c3ccccc3)CC2)cc1,2,-11,0,-5,-4,-0.2,-10,-2,1
CCOc1ccc(Nc2ccc3nonc3c2[N+](=O)[O-])cc1,14,6,1,-10,-5,0.3,0,-2,-3
COc1ccc(Cc2n[nH]c(=S)n2NC(=O)Nc2ccc(C)cc2)cc1,4,0,3,-6,-6,0.0,-11,0,5
COc1cccc(-c2cc(C(=O)Nc3ccc([N+](=O)[O-])cn3)c3ccccc3n2)c1,2,-15,2,6,-6,0.5,-23,-4,-6
COc1ccc(NS(=O)(=O)c2ccc(C)c(C(=O)N3CCC3)c2)cc1,7,7,1,-2,-3,2.0,-15,-2,-10
C=C(C)CSc1nc2ccccc2c(=O)n1-c1c(C)n(C)n(-c2ccccc2)c1=O,6,-10,0,-7,-10,8.3,5,-2,-5
CC(=O)Nc1ccc(N/C=C/C(=O)c2ccco2)cc1,-4,11,1,6,-4,0.2,-3,-1,14
C/C(Cl)=C\Cn1c(N2CCCCCC2)nc2c1c(=O)n(C)c(=O)n2C,4,2,-1,0,-6,-0.4,-8,-4,-25
COc1cccc(N2CC(C(=O)Nc3nnc(SCC(=O)NC4CCCC4)s3)CC2=O)c1 (stereo not drawn),11,-3,0,0,-3,0.3,-3,-5,-16
O=C(CN1CCCCC1)N1CCN(S(=O)(=O)c2ccccc2)C1,-9,10,1,-3,2,0.9,-5,-10,-3
CCCc1nc2ccccc2c(C(=O)OCC(=O)N2CCc3ccccc32)c1CC,-9,1,1,20,-7,1.5,-16,-9,18
COc1cc(C(=O)OC2CCN(C)CC2)cc(OC)c1OC,-3,18,0,10,-15,-0.3,-3,-4,-4
O=C(O)Cc1csc(-c2ccc(F)cc2)n1,2,4,0,-7,0,0.1,25,-3,-2
O=C(CC1(c2ccc(Cl)cc2)C2CC3CC(C2)CC1C3)NCCO (stereo not drawn),9,-13,3,-3,-13,1.5,-10,-6,-10
CC(=O)c1ccc(N2CCN(C(C)C(=O)Nc3ccc4c(c3)OCCO4)CC2)cc1 (stereo not drawn),-2,-6,1,-4,-1,0.3,-10,-4,1
CCc1ccc(C(=O)NC2CCCCC2)s1,9,-20,2,-3,3,-0.3,-9,-7,-10
Cc1ccsc1C(=O)OCC(=O)N1CCc2ccccc2C1,1,19,1,4,-16,0.3,-24,-4,5
C=C(CCO)C1=CCN(S(=O)(=O)C(C)(C)C)[C@@H]1CCO,3,-7,0,-2,·,0.8,·,-2,-5
CSc1nc(N)n2nccc2n1,0,6,0,2,·,0.2,·,-2,5
COc1ccc(NC(=O)CCNC(=O)Cn2cnc3ccccc3c2=O)cc1OC,2,-5,0,-12,0,0.7,-9,-1,-3
Oc1ccccc1N1CCN(c2ccc3ccccc3n2)CC1,-5,-14,8,11,-12,7.8,-10,6,7
CCCc1c(-c2ccccc2Br)ncn1Cc1ccccc1OC,·,-22,6,-14,·,3.7,·,·,·
CC(C)(C)NC(=O)CN(Cc1ccc(F)cc1)C(=O)Cn1nnc(-c2ccc(F)cc2)n1,3,-3,2,-1,-10,0.0,-9,-6,-3

# Additional compounds.
SMILES,M1 PAM,CHO-K1 Ca antag,CHRM4 agonist,M4 antag,OXTR potentiate,CHO-K1 Ca ag,CHO parental Ca,M1 ag,CHRM1 antagonist
CC(C)C[C@@H](COCc1cccc(C(F)(F)F)c1)N1CCN(C(=O)c2ccc(C(F)(F)F)cc2)CCC1=O,·,-30,4,-5,·,2.6,·,·,·
CCOc1ccccc1NC(=O)Nc1ccsc1C(=O)OC,4,-16,4,-7,-5,0.5,-17,-6,-9
CCCCCn1c(S(=O)(=O)O)nc2ccccc21,7,-2,1,8,4,0.7,9,-2,-3
O=c1cc[nH]c2c(C(F)(F)F)cccc12,5,2,1,-7,-2,-0.1,2,-1,2
Cc1nn(Cc2ccc(C(=O)O)o2)c(C)c1[N+](=O)[O-],12,5,2,-4,2,0.0,7,0,-3
CCOC(=O)c1sc2nc(SCC#N)n(CC3CCCO3)c(=O)c2c1C (stereo not drawn),-3,-2,0,-5,0,-0.1,-3,-3,8
Cn1c(C(=O)NCCCN2CCN(c3ccc(F)cc3)CC2)cc2c(=O)n(C)c3ccccc3c21,-2,7,1,6,·,-0.3,·,-7,1
CCN(CC)S(=O)(=O)c1ccc(/C=C/C(=O)N(c2ccccn2)C2CCCCC2)cc1,0,18,18,3,-1,4.0,-7,-3,13
CCOc1ccc(-c2nnn(CC(=O)c3cc(OC)ccc3OC)n2)cc1,-3,1,1,0,-4,0.3,1,3,-9
C=CCc1c(C)nc2c(-c3ccccc3)cnn2c1N1CCOCC1,4,-19,0,6,·,1.2,·,-2,-13
CCn1c2ccccc2c2cc(/C=N/n3cnnc3)ccc21,1,-7,0,-5,-14,-0.4,-8,-9,-2
COc1ccc(-n2c(=O)[nH]cc(C(=O)Nc3ccccc3)c2=O)cc1,9,11,1,-15,-2,1.1,-7,0,-11
O=C(CSc1nc2ccccc2nc1SCC(=O)N1CCCCC1)N1CCCCC1,-5,-18,1,-15,-10,0.5,8,-4,6
O=C1c2cccc([N+](=O)[O-])c2C(=O)N1C1CCCCC1,-1,-5,0,3,-9,0.1,6,-5,3
COc1ccccc1NC(=O)c1ccc(NS(=O)(=O)c2ccc(F)c(Cl)c2)cc1,-1,3,2,0,-6,1.3,-9,-4,3
Cc1nn(C)cc1CNC(=O)c1ccc(Br)o1,7,8,1,4,-6,2.9,-10,-3,-4
CCOC(=O)c1c(N)sc(C(=O)N(C)C)c1CN1CCOCC1,-1,-14,0,3,-1,0.5,-11,-3,-3
Cc1ccc(-c2cc3nc(-c4ccccc4)cc(N4CCOCC4)n3n2)cc1,7,-2,0,-11,·,-0.4,·,-2,-7
O=C(CCN1CCc2ccccc21)c1ccc2c(c1)OCCO2,-4,1,9,8,-3,2.4,14,-4,11
CC(=O)NC(c1ccc(F)c(F)c1)c1nc(-c2ccncc2)cs1 (stereo not drawn),1,7,0,2,·,0.8,·,-5,0

# Pulled by compound from above (3):
SMILES,M1 PAM,CHO-K1 Ca antag,CHRM4 agonist,M4 antag,OXTR potentiate,CHO-K1 Ca ag,CHO parental Ca,M1 ag,CHRM1 antagonist
CC(C)C[C@@H](COCc1cccc(C(F)(F)F)c1)N1CCN(C(=O)c2ccc(C(F)(F)F)cc2)CCC1=O,·,-30,4,-5,·,2.6,·,·,·
CCOc1ccccc1NC(=O)Nc1ccsc1C(=O)OC,4,-16,4,-7,-5,0.5,-17,-6,-9
Cc1nn(C)cc1CNC(=O)c1ccc(Br)o1,7,8,1,4,-6,2.9,-10,-3,-4
